GPR55 antagonists: inhibition of LPI-stimulated GPR55 beta-arrestin translocation – imaging, U2OS, beta-arrestin-GFP, LPI agonist, primary screen (AID 2013); 290,000 tested, 0.13% active; U2OS GPR55 beta-arrestin-GFP translocation imaging, LPI antagonism; higher % means a stronger effect; inhibition, % at 10 µM, or IC50 in µM where a hit was titrated;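 active = spots per cell inhibited over 60%, with over 100 cells counted and total cytoplasm intensity under 500,000; inconclusive = wells with under 100 cells, flagged as likely toxic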;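 note: U2OS cells stably carrying GPR55 and arrestin-GFP stimulated by 5 µM LPI near EC80; imaged beta-arrestin-GFP aggregate spots per cell after agonist stimulation; plate controls were LPI-stimulated DMSO wells for no effect and DMSO wells without LPI for full effect; some results filed as inactive read as strong as hits; confirmed hits need IC50 under 10 µM and bright autofluorescent wells are also inconclusive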
KOR beta-arrestin-1: kappa opioid receptor activators – cell-based, luminescence, uHTS, primary screen (AID 1777) | KOR beta-arrestin recruitment, luminescence; higher % means a stronger effect | activation, % at 10 µM; hits with a dose series show EC50 in µM | 280,000 tested, 0.02% active; in the data active = activation above about 50%, passing the limit was not always enough; note: a part of the inactive calls stands beside numbers as strong as those of hits
NOD2 inhibition: inhibition of NOD2-driven NF-kB reporter – cell-based, luminescence, uHTS, HEK293 (AID 1566); HEK293 NOD2/NF-kB luciferase reporter, luminescence; higher % means a stronger effect; inhibition, % at 4 µM, or EC50 in µM where a hit was titrated; 290,000 tested, 0.63% active; note: many of its hits are not listed in these tables
Myeloid diff MLP: compounds promoting myeloid differentiation; ER-HoxA9 myeloid progenitors, lysozyme-GFP differentiation, flow cytometry; calls only at 10 µM; 360,000 tested, 1% active;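 active = normalized GFP-positive differentiation at or above the plate's own cutoff, the solvent-only control mean plus 3 SD; inconclusive = no clear call, values can overlap the other calls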;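 note: cells exposed to compound for four days before flow analysis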
GPR35 antagonists: GPR35 antagonists blocking zaprinast-driven arrestin recruitment, primary screen, imaging, U2OS, beta-arrestin-GFP, zaprinast agonist (AID 2058) | U2OS GPR35 beta-arrestin-GFP translocation imaging, zaprinast antagonism; higher % means a stronger effect | inhibition, % at 10 µM, or IC50 in µM where a hit was titrated | 290,000 tested, 0.052% active;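 active = inhibition of at least 50% with at least 30 cells and total cytoplasm GFP at most 10,000,000; inconclusive = under 30 cells or total GFP of 10,000,000 plus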
KOR beta-arrestin-2: kappa opioid receptor blockers – cell-based, luminescence, uHTS (AID 1778). KOR beta-arrestin recruitment, luminescence, antagonist mode; higher % means a stronger effect. 290,000 tested, 0.091% active. inhibition, % at 10 µM; hits with a dose series show IC50 in µM; note: strong numbers were not always called active
HIV fusion peptide: cell-free HIV fusion peptide-binding blockers – biochemical, uHTS, fluorescence dequenching, primary screen (AID 1986); 290,000 tested, 0.3% active; inhibition, % at 20 µM; hits with a dose series show IC50 in µM; cell-free peptide binding, fluorescence dequenching, 30 min; higher % means a stronger effect; in the data active = inhibition mostly above about 52%, no sharp cut-off; inactive = mostly below about 76%; note: some results filed as inactive read as strong as hits
NOD1 inhibition: inhibition of NOD1-driven NF-kB reporter – cell-based, luminescence, uHTS, primary screen (AID 1578); NOD1-driven NF-kB luciferase reporter cells, luminescence; higher % means a stronger effect; one-dose inhibition, % at 4 µM; EC50 in µM for titrated hits; 290,000 tested, 1% active; in the data active = inhibition mostly above about 36%, no sharp cut-off; inactive = mostly below about 34%;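 note: HEK-293T reporter cells stimulated with the NOD1 agonist gamma-tri-DAP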
GPR55 beta-arrestin: selective activators of receptor GPR55 – imaging, U2OS cells, beta-arrestin-GFP redistribution, primary screen (AID 1961); U2OS GPR55 beta-arrestin-GFP redistribution imaging; higher % means a stronger effect; activation, % at 10 µM; hits with a dose series show EC50 in µM; 290,000 tested, 0.048% active;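 active = activation above 40% with more than 50 cells counted in the well; inconclusive = wells holding fewer than 50 cells, flagged as toxic or sparse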;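 note: U2OS osteosarcoma cells stably expressing GPR55 and beta-arrestin-GFP; plate controls were DMSO negative control for no effect and LPI positive control for full effect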
Myeloid diff MLP GFP+ MAC1+ %: also measured in Myeloid diff MLP; calls as there; GFP+ MAC1+ double positive, %; measured here: differentiation confirmed by MAC1 staining
An asterisk follows results filed as active; i = inactive; ? = inconclusive; . = no result given. Cut-off read from the data, not from the text of the source, unless noted: active = inhibition above about 50%; inactive = the rest.

SMILES | GPR55 antagonists | KOR beta-arrestin-1 | NOD2 inhibition | Myeloid diff MLP | Myeloid diff MLP GFP+ MAC1+ % | GPR35 antagonists | KOR beta-arrestin-2 | HIV fusion peptide | NOD1 inhibition | GPR55 beta-arrestin
O=C(Nc1ccc2c(c1)OCO2)c1ccc(Cl)c(S(=O)(=O)N2CCOCC2)c1 | 10% | -1.8% | 10% | i | 1.1 | -1% | 17% | -1.8% | -51% | -0.1%
CC(NC(=O)[C@@H](C)NC(=O)[C@@H]1Cc2ccccc2CN1C(=O)OC(C)(C)C)c1ccccc1 (some centres undefined) | 2% | -5.0% | -5% | i | 1.6 | 5% | 8% | -1.1% | -19% | 0.3%
CCOCCCNC(=O)C1CCCN1S(=O)(=O)c1ccc(Cl)cc1 (centres undefined) | -4% | -4.9% | 6% | i | 0.6 | 6% | 3% | -1.2% | 2% | -0.3%
CCC(C)NC(=O)c1cn(CC)c2ccc(S(=O)(=O)N(C)C)cc2c1=O (centres undefined) | 4% | 1.7% | 23% | i | 3.5 | -1% | 6% | 3.7% | -24% | -0.4%
COc1cc2c(C(=O)N3CCN(C4CCCCC4)CC3)cn(CC(C)C)c(=O)c2cc1OC | 10% | 6.5% | -3% | . | . | -15% | -21% | -2.1% | -28% | -0.1%
C=CCN(CC=C)C(=O)c1cc2ccccc2c(=O)o1 | 10% | -2.0% | 8% | i | 0.6 | 6% | 14% | -0.3% | -21% | -0.5%
Cc1nc2cc(N3CCCCC3)c(NC(=O)c3ccncc3)cc2c(=O)n1Cc1ccccc1 | 13% | -3.0% | 10% | i | 1.2 | -4% | -36% | 1.0% | -26% | 0.0%
CC1CC(C)CN(S(=O)(=O)c2ccc(C(=O)N3CC(C)OC(C)C3)cc2)C1 (centres undefined) | 4% | -1.0% | 13% | i | 1.0 | 8% | 8% | -1.0% | -14% | 0.0%
CCOc1ccc(NC(=O)CC2C(=O)N(CC)C(=S)N2CCN2CCOCC2)cc1 (centres undefined) | 10% | 4.4% | -8% | i | 0.4 | -7% | -59% | 0.1% | -26% | -0.5%
COc1ccc(N(CC(=O)N2CCN(c3ccccc3F)CC2)S(=O)(=O)c2c(C)noc2C)cc1 | 14% | 3.4% | 16% | i | 0.2 | -10% | 0% | 0.9% | 4% | -0.1%
O=C1[C@@H]2[C@@H]3C[C@@H]([C@H]4ON=C(c5ccc(OCc6ccccc6)cc5)[C@@H]34)[C@@H]2C(=O)N1c1ccc2c(c1)OCO2 | -1% | 8.6% | 10% | i | 0.3 | 3% | 4% | 1.9% | -52% | -0.2%
CC(C)[C@H](NC(=O)c1ccco1)C(=O)OCC(=O)Nc1cccc(F)c1 | 4% | -1.5% | 11% | i | 0.7 | -4% | 7% | 2.5% | 9% | -0.2%
O=C(c1ccc(S(=O)(=O)N2CCCC2)cc1)N1CCCc2ccccc21 | 13% | -7.3% | 1% | i | 0.6 | 0% | -3% | -0.4% | -7% | 0.1%
Cc1ccc(NC2=C(Cl)C(=O)OC2OC(C)C)cc1 (centres undefined) | -8% | -1.2% | 11% | i | 0.0 | 2% | -2% | -1.1% | -28% | 0.4%
COc1ccc(OC(C)C(=O)N2CCOCC2)cc1 (centres undefined) | 9% | -4.5% | 3% | i | 1.2 | 3% | 33% | -1.2% | -12% | -0.2%
Cc1ccc(C2(c3noc(CN(C)CCO)n3)CCCC2)cc1 | 14% | 1.4% | 11% | i | 1.0 | 0% | -15% | 0.9% | -21% | 0.2%
CCCc1nn(C)c(C(=O)Nc2ccc3ccccc3c2)c1Cl | -2% | 1.2% | -59% | i | 0.7 | 5% | -30% | 1.9% | -42% | 1.5%
O=C(NC1CCCC1)c1ccc(CS(=O)(=O)c2ccc(Br)cc2)o1 | 7% | -3.2% | 19% | i | 1.2 | -8% | 4% | 1.5% | -2% | -0.2%
CC(=O)c1c(C)[nH]c(C(=O)OC(C)C(=O)Nc2cc(S(=O)(=O)N3CCCCC3)ccc2Cl)c1C (centres undefined) | -8% | 4.0% | 6% | i | 2.2 | -10% | 20% | -0.8% | -8% | -0.2%
O=C(CCCC(=O)N(CC(=O)NC1CCCC1)c1cccc(F)c1)Nc1ccccn1 | 6% | 3.7% | 18% | i | 1.4 | 10% | -16% | 2.9% | -7% | 0.3%
CC(C)N(C(=O)Cn1cc(SCC(=O)NCc2ccco2)c2ccccc21)C(C)C | 7% | 3.9% | -4% | i | 0.5 | -1% | -21% | 1.1% | -26% | -0.7%
OCCCc1nc2n(n1)C(c1cccs1)C=C(c1ccccc1)N2 (centres undefined) | 11% | 6.5% | 17% | . | . | 14% | -26% | 5.5% | -20% | -0.1%
CCOC(=O)C/C(C)=N\Nc1ccc([N+](=O)[O-])cc1[N+](=O)[O-] | -1% | 42% | 0% | i | 0.6 | 7% | 15% | -0.8% | -21% | -0.3%
CCC(=O)c1ccc(OCC(O)CN2CCN(S(=O)(=O)N3CCCCC3)CC2)cc1 (centres undefined) | 9% | -7.4% | 8% | i | 1.0 | -9% | 2% | 1.8% | -23% | -0.1%
COc1cc(C2C(C(=O)N3CCOCC3)=C(C)NC3=C2C(=O)CCC3)ccc1OC(C)=O (centres undefined) | 0% | 1.0% | -9% | i | 0.5 | 5% | 15% | 2.4% | -18% | -0.2%

Continued; it opens with the 2 that closed the last part.
SMILES | GPR55 antagonists | KOR beta-arrestin-1 | NOD2 inhibition | Myeloid diff MLP | Myeloid diff MLP GFP+ MAC1+ % | GPR35 antagonists | KOR beta-arrestin-2 | HIV fusion peptide | NOD1 inhibition | GPR55 beta-arrestin
CCC(=O)c1ccc(OCC(O)CN2CCN(S(=O)(=O)N3CCCCC3)CC2)cc1 (centres undefined) | 9% | -7.4% | 8% | i | 1.0 | -9% | 2% | 1.8% | -23% | -0.1%
COc1cc(C2C(C(=O)N3CCOCC3)=C(C)NC3=C2C(=O)CCC3)ccc1OC(C)=O (centres undefined) | 0% | 1.0% | -9% | i | 0.5 | 5% | 15% | 2.4% | -18% | -0.2%
NC(=O)COc1ccccc1C(=O)O | -15% | 0.3% | 24% | i | 0.4 | 68% | -43% | 5.7% | -32% | 0.0%
CCCCOC(=O)c1ccc(NC(=O)/C=C/c2cccs2)cc1 | -3% | -1.6% | 8% | i | 0.2 | 6% | 30% | -2.1% | -3% | -0.3%
CCCC12CN3CCN(CC(C3)/C1=N\NC(=O)Nc1ccccc1)C2 | -11% | -2.4% | 3% | i | 0.4 | -11% | -2% | 1.5% | -22% | 0.2%
CC1=CC(=Nc2c(C)n(C)n(-c3ccccc3)c2=O)C=CC1=O | 2% | . | 30% | . | . | -10% | 36% | 16% | 20% | -0.2%
Cc1cc(C)c2oc(=O)cc(CN3CCN(Cc4ccccc4)CC3)c2c1 | 7% | 2.9% | 2% | i | 1.1 | -2% | -10% | 1.6% | 1% | -0.1%
CC(CCc1ccccc1)NC(=O)c1cccnc1 (centres undefined) | 6% | 1.3% | 3% | i | 0.0 | 0% | -2% | 0.3% | -5% | -0.2%
CN(C)c1ccc(C(=S)N2CCCCC2)cc1 | 13% | -1.6% | -4% | i | 0.3 | 10% | -8% | -0.8% | -31% | -0.2%
O=C(c1ccncc1)N1C2C=CC(C2)C1(C(F)(F)F)C(F)(F)F (centres undefined) | -1% | 1.7% | 13% | . | . | -5% | -66% | 0.1% | 23% | 0.1%
CC#CCN(Cc1ccco1)C(=O)C1CCC(=O)N(Cc2ccccc2F)C1 (centres undefined) | 4% | 2.1% | 0% | i | 0.8 | 11% | 9% | 1.7% | -44% | -0.1%
Cc1cc(NC(=O)COC(=O)COc2ccc(Cl)cc2C)c([N+](=O)[O-])cc1C | -1% | 7.0% | 15% | i | 0.5 | 7% | 32% | -3.3% | -12% | -0.4%
Fc1ccc(-c2nnc3ccccn23)cc1 | -5% | 3.1% | -14% | i | 0.3 | -9% | -20% | -0.4% | 11% | -0.3%
COc1ccc(OC)c(-n2c(Cn3c(-c4ccccn4)nc4ccccc43)n[nH]c2=S)c1 | 12% | -7.7% | 15% | i | 0.2 | -8% | -16% | 2.0% | -13% | 0.2%
CCn1c(Cc2ccccc2)nnc1SCC(=O)Nc1nccs1 | -7% | 0.4% | -12% | i | 1.3 | 7% | -95% | 1.0% | 4% | -0.1%
O=S(=O)(c1cccs1)N1CCc2ccccc21 | 8% | -0.9% | 14% | i | 0.6 | 24% | -16% | -0.6% | -8% | -0.2%
CN(C)c1ccc(/C=C(/NC(=O)c2ccccc2)C(=O)NCCN2CCOCC2)cc1 | 12% | -3.4% | 5% | i | 0.7 | 3% | 4% | 2.3% | -13% | -0.2%
COc1ccc(/C=N/Nc2cc(C)nc3c(C)cccc23)cc1 | 3% | -4.2% | 18% | ? | . | 1% | -7% | -1.0% | -6% | -0.2%
Cc1c(C(=O)c2ccc(Cl)c(Cl)c2)cnc2cc3c(cc12)OCO3 | -3% | -4.9% | 3% | i | 1.0 | -5% | 0% | 2.6% | -13% | .
O=C(NC1CCOC1)c1cc(COc2cccc(C(F)(F)F)c2)on1 (centres undefined) | -4% | 2.9% | -14% | i | 0.0 | -26% | -16% | 1.3% | -22% | -0.1%
COCc1nnc(NC(=O)c2cc(OC)c(OC)cc2[N+](=O)[O-])s1 | 11% | 3.4% | 2% | i | 0.6 | 8% | 1% | 0.2% | -8% | -0.2%
Cc1cc(C)nc(SCc2ccc(C(=O)N/N=C/c3ccncc3)cc2)n1 | -7% | -5.1% | 30% | i | 0.8 | -8% | -31% | -1.9% | -2% | 0.7%
COc1ccc2c(=O)c(C(=O)NCc3ccccc3)c[nH]c2c1 | -7% | 2.9% | 3% | i | 0.4 | 1% | -12% | -0.3% | -11% | -0.2%

Four structures from above, sorted by molecular weight, largest number first:
SMILES | GPR55 antagonists | KOR beta-arrestin-1 | NOD2 inhibition | Myeloid diff MLP | Myeloid diff MLP GFP+ MAC1+ % | GPR35 antagonists | KOR beta-arrestin-2 | HIV fusion peptide | NOD1 inhibition | GPR55 beta-arrestin
Cc1cc(C)c2oc(=O)cc(CN3CCN(Cc4ccccc4)CC3)c2c1 | 7% | 2.9% | 2% | i | 1.1 | -2% | -10% | 1.6% | 1% | -0.1%
O=C(c1ccncc1)N1C2C=CC(C2)C1(C(F)(F)F)C(F)(F)F (centres undefined) | -1% | 1.7% | 13% | . | . | -5% | -66% | 0.1% | 23% | 0.1%
CC1=CC(=Nc2c(C)n(C)n(-c3ccccc3)c2=O)C=CC1=O | 2% | . | 30% | . | . | -10% | 36% | 16% | 20% | -0.2%
Fc1ccc(-c2nnc3ccccn23)cc1 | -5% | 3.1% | -14% | i | 0.3 | -9% | -20% | -0.4% | 11% | -0.3%

Compound activity as filed in PubChem.

This is a subset; rates above refer to the full screens.
